# Screening data: PubChem BioAssay, The Scripps Research Institute Molecular Screening Center
# hgDAF12 agonist: agonists of H. glycines DAF-12 nuclear receptor. activation, % at 6.8 µM. HEK293 GAL4-hgDAF12 UAS-luciferase reporter, agonist luminescence; normalized to butyrate control. 370,000 compounds, 1.8% hits;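 active = activation above a cutoff set at the mean of all screened compounds plus 3 SD, cut at about 10% in these data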;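 also: 0% = DMSO wells and 100% = sodium butyrate wells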
# PLCg1 inh: PLC-gamma1 (human) inhibition, primary screen. P19174. purified PLC-gamma1, fluorogenic substrate, fluorescence. inhibition, % at 12.2 µM. 370,000 compounds, 0.84% hits; in the data active = inhibition above about 9.5%
# ADAM10 inh: ADAM10 inhibition, QFRET primary screen. O14672. recombinant ADAM10, EDANS/DABCYL FRET peptide cleavage, 3 h. inhibition, % at 7 µM. 370,000 compounds, 0.62% hits. AID 720582;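 active = inhibition above a per-campaign cutoff equal to the mean of compounds falling between control-based bounds plus 3 SD, cut at about 20% in these data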;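 also: 0% = DMSO wells while the 100% control is not disclosed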
# Target sequence (O14672 214-748 limits assumed): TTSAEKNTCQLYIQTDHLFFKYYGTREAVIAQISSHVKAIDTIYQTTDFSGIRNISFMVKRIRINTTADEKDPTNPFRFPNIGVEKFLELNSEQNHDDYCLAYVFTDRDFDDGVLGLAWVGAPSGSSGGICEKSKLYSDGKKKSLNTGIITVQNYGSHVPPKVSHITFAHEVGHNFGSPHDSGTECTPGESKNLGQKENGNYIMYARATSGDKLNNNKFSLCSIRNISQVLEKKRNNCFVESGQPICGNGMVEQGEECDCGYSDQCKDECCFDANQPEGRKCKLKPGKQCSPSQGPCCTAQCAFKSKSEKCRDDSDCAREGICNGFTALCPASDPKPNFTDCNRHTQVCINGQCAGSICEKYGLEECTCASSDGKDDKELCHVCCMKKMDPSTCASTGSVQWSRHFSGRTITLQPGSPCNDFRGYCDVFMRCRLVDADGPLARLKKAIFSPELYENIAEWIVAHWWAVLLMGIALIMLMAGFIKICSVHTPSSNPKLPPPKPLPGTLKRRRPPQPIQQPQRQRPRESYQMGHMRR
# ADAM17 inh: inhibits human ADAM17 | 370,000 compounds, 0.83% hits | recombinant ADAM17, EDANS/DABCYL FRET peptide cleavage | inhibition, % at 6.95 µM | P78536;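 active = inhibition above the mean of compounds lying between control limits plus 3 SD, set per campaign, cut at about 8.5% in these data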;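 also: 0% = DMSO-only wells as the low control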
# DAX1 inh-1: inhibitors of human orphan nuclear receptor DAX1 (NR0B1); P51843; HEK293 Gal4-DAX1 luciferase reporter, luminescence; inhibition, % at 6.75 µM; 340,000 compounds, 0.99% hits; AID 504766;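 active = inhibition above the mean over all tested compounds plus 3 SD, cut at about 4.2% in these data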;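 also: 0% = DAX1-transfected cells with DMSO and 100% = empty-vector control cells with DMSO; inhibition shows as a rise in luminescence from relieved DAX1 repression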
# HGIII-sPLA2 inh: Inhibits HGIII-sPLA2 liposome hydrolysis, primary screen. Q9NZ20. QFRET BODIPY PC-A2 liposome hydrolysis, fluorescence. inhibition, % at 12.2 µM. 370,000 compounds, 0.56% hits. AID 743126;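 active = inhibition above mean plus 3 SD of compounds lying within the high and low control bounds, cut at about 19% in these data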;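 also: 0% = median of test compound wells and 100% = no enzyme DMSO wells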
# Target sequence (Q9NZ20 whole entry, looked up): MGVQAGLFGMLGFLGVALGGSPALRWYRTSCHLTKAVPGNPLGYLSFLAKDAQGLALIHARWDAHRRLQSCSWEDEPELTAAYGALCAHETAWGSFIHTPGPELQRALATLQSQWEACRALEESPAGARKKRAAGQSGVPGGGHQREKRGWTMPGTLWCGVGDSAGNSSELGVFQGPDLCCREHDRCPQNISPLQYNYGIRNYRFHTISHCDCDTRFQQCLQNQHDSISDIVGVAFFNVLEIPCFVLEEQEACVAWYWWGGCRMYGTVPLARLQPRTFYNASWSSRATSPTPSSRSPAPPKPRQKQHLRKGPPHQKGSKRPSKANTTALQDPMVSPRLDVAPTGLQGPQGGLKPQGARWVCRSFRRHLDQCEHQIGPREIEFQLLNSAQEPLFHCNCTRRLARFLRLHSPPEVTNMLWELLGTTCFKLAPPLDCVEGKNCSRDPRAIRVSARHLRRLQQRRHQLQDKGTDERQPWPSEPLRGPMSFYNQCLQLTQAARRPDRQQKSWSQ
# hcDAF-12 act: activators of H. contortus DAF-12 nuclear receptor; HEK293 hcDAF-12 lit1-tk-luc reporter, luminescence; 0% DMSO, 100% Δ7-dafachronic acid; activation, % at 6.8 µM; 370,000 compounds, 1.4% hits; AID 652067;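 active = activation above the mean of all tested compounds plus 3 SD, cut at about 5.5% in these data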;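 also: 100% = response to 3 µM Δ7-dafachronic acid high control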
# GAA850 FXN act: increases GAA850 frataxin promoter reporter activity | activation, % at 6 µM | HEK293 lucGAA850 FXN promoter luciferase reporter, 24 h; percent of 10 µM SAHA response | 360,000 compounds, 0.56% hits;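 active = activation above the average of all compounds screened plus 3 SD, cutoff fixed separately per campaign, cut at about 7.5% in these data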;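 also: 0% = DMSO wells and 100% = 10 µM SAHA wells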
# ssDAF-12 act: S. stercoralis DAF-12 activation, primary screen; HEK293 ssDAF-12/GRIP1 lit1-tk-luc reporter, luminescence; % of 3 µM dafachronic acid response; activation, % at 6.8 µM; 370,000 compounds, 1% hits; AID 652126;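 active = activation above the mean over all tested compounds plus 3 SD, cut at about 0.9% in these data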;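 also: 0% = DMSO-only wells and 100% = 3 µM delta7-dafachronic acid wells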
# DAX1 inh-2: blocks DAX1 repression of SF-1 activated StAR promoter | HEK293T StAR-luciferase reporter, SF-1/DAX-1 repression relief | inhibition, % at 6.8 µM | 370,000 compounds, 1.1% hits | AID 652010;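 active = inhibition above the mean over all tested compounds plus 3 SD, cut at about 3.6% in these data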;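 also: 0% = DAX-1 cells with DMSO and 100% = cells lacking DAX-1 with DMSO; higher inhibition means more luminescence from relief of DAX-1 repression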
# PLC-beta3 inh: blocks human PLC-beta3 enzyme activity. AID 720704. Purified PLC-beta3, fluorogenic substrate, fluorescence. 370,000 compounds, 0.18% hits. inhibition, % at 12.2 µM. Q01970; in the data active = inhibition above about 11%;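 also: 0% = median of compound wells on plate and 100% = full blocker control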
# Active calls of the source: *; i = inactive; / = not tested or not shown; & = joins results of further samples. Not a hit list. Share with any hit: about 6.9%.
SMILES,hgDAF12 agonist,PLCg1 inh,ADAM10 inh,ADAM17 inh,DAX1 inh-1,HGIII-sPLA2 inh,hcDAF-12 act,GAA850 FXN act,ssDAF-12 act,DAX1 inh-2,PLC-beta3 inh
Cc1c(C(=O)O)oc2c1C(O)CC(C)(C)C2 (configuration not stated),0.3&-0.5,1&1,7&-1,-2&-3,-0.2&1.7,3&1,-1.3&-0.8,-0.4&1.8,-1.5&-1.6,-0.1&0.8,6&2
CCN(CC(=O)NCc1ccc(F)cc1)C(=O)c1oc2ccccc2c1C,-1.3,3,5,-1,-0.3,0,-1.7,1.4,-0.8,-0.4,-4
CCCCS(=O)CC(CS(=O)CCCC)OC(=O)c1ccccc1 (configuration not stated),0.6,4,-5,-5,0.2,10,-0.4,-1.1,-2.0,-0.5,-4
Cc1c(C(=O)NCCCN2CCCCC2)oc2ccc3c(c12)C(O)CC1(CCCCC1)O3 (configuration not stated),-0.4,-22,-125,-38,0.0,-3,-1.0,-0.2,-1.3,5.7*,-27
COCCNC(=S)N1CCC2CC1c1c(Cl)cccc12 (configuration not stated),2.3,-3,-10,-2,-0.1,13,-0.4,0.2,-0.8,1.0,-1
C(=N\Nc1nc2ccccc2[nH]1)/C1CCCCC1,3.7,-7,5,-1,-0.8,-5,2.5,5.4,-0.5,1.5,-14
CCn1cc(C(=O)NCCCN(CC(C)C)CC(C)C)c(=O)c2cc(S(=O)(=O)N3CCOCC3)ccc21,-0.5,1,-11,1,0.3,3,2.1,1.3,-1.1,0.8,-4
O=C(c1ccccc1)c1ccc(OCCO)cc1,3.5,0,-3,0,2.6,0,-1.2,2.0,-1.3,0.4,0
O=C(N/C(=C\c1ccccc1)C(=O)N1CCCCC1)c1ccco1,0.3,1,-2,-2,1.6,1,-0.6,-1.1,-1.2,-0.3,-2
O=C(NCc1ccccc1)[C@@H]1CCCN1C(=O)[C@H]1CCCN1C(=O)c1ccc(F)c(F)c1,-1.8,-1,-8,-3,/,7,0.8,/,-1.1,-0.1,5
O=C1c2[nH]nc(-c3ccccc3O)c2C(c2cccc(Cl)c2)N1Cc1ccco1 (configuration not stated),1.7,0,29*,7,-0.7,-4,0.4,-0.4,-2.0,0.2,-6
Cc1ccc2nc3n(c(=O)c2c1)-c1cc2ccccc2cc1C(=O)NC3Cc1ccccc1 (configuration not stated),2.3,0,10,3,0.0,-2,0.1,-11,-1.4,3.9*,2
CC1CN(S(=O)(=O)c2cn(C)c(=O)n(C)c2=O)CC(C)O1 (configuration not stated),1.7,2,-9,-4,1.7,12,-0.3,0.7,-1.6,0.5,-4
O=C(NCc1ccco1)C1C(=O)Nc2ccccc2C(=O)N1C1CCCCC1 (configuration not stated),2.5,-10,-21,-8,/,3,-1.0,/,-0.6,1.2,-11
CCCCOC(=O)Cn1c2ccc(OC)cc2c2nc3ccccc3nc21,0.1,-10,-5,-1,0.0,-2,-0.5,0.5,-0.7,0.4,-16
Cc1oc(-c2ccccc2F)nc1CS(=O)(=O)CC(=O)NCCCN1CC(C)CC(C)C1 (configuration not stated),-0.4,0,-12,5,-0.3,5,-0.9,0.9,-1.0,0.4,-8
C=CCn1c(C2CC2)n[nH]c1=S,-1.2,2,-9,-4,1.1,13,0.2,0.9,-0.9,0.9,0
O=C(NCCC1=CCCCC1)c1cccc(S(=O)(=O)N2CCCCC2)c1,-1.0,-1,2,-4,0.3,9,-0.4,-0.9,-0.5,1.2,-7
O=C(O)CCN(CCC(=O)O)c1nnc(SCc2ccccc2)s1,-1.2,3,10,0,0.7,2,0.9,0.2,-0.9,0.1,3
COC(=O)Cn1c2ccccc2c(=O)n1C(C)C,-3.1,-53,-402,-105,/,20*,1.5,/,-0.1,-0.2,-72
NC(=O)C1CCN(CC(=O)Nc2nccs2)CC1,1.9,0,2,-1,0.4,4,-1.5,0.2,-0.3,0.6,-8
O=C(/C=C/[C@H]1O[C@@H](n2ccc(=O)[nH]c2=O)[C@H](O)[C@@H]1O)NC1CCN(Cc2ccccc2)C1 (some centres not stated),1.0,0,-3,-1,/,0,1.9,/,0.0,0.2,1
CN(C)C(=O)c1cc(C(=O)c2ccc(C(F)(F)F)cc2F)c[nH]1,-0.3,-1,-3,0,-0.8,-1,-0.8,3.5,-1.6,0.0,3
Cc1ccc(-c2[nH]ncc2CN2CCN(C(=O)c3cccs3)CC2)cc1C,-0.2,3,6,3,-0.7,-14,-2.0,2.0,-1.1,0.3,-1
Cc1ccc(S(=O)(=O)NC(=NCC(=O)O)c2ccccc2)cc1,-3.7,3,-3,-1,0.6,7,-1.2,1.2,1.1*,0.5,2
Nc1nc2ccc(Cl)cc2cc1C(=O)NCCCN1CCOCC1,1.6,-149,-493,-131,/,-2,2.0,/,-0.9,2.3,-222
C=CCSc1ncccc1C(=O)NCCc1ccccc1,0.0,1,4,-2,1.4,-3,1.4,1.3,-1.1,-0.4,2
O=C(Nc1ccnn1C1CCN(C/C=C/c2ccccc2)CC1)c1cccc(F)c1,0.4,2,2,-3,-0.3,-16,0.1,-0.7,-1.2,0.0,-6
Brc1ccc(-c2nn3c(-c4ccccc4)nnc3s2)cc1,-2.0,2,-8,-1,/,-2,-2.5,/,-1.4,0.2,-2
O=C(/C=C/c1ccc(Cl)cc1)NC(=S)Nc1ccc(CN2CCOCC2)cc1,-1.6,1,7,1,-0.9,0,-2.0,-2.4,-2.0,-0.9,2

# 2 entries from above, with tabs:
mol	hgDAF12 agonist	PLCg1 inh	ADAM10 inh	ADAM17 inh	DAX1 inh-1	HGIII-sPLA2 inh	hcDAF-12 act	GAA850 FXN act	ssDAF-12 act	DAX1 inh-2	PLC-beta3 inh
Cc1ccc(S(=O)(=O)NC(=NCC(=O)O)c2ccccc2)cc1	-3.7	3	-3	-1	0.6	7	-1.2	1.2	1.1*	0.5	2
Nc1nc2ccc(Cl)cc2cc1C(=O)NCCCN1CCOCC1	1.6	-149	-493	-131	/	-2	2.0	/	-0.9	2.3	-222

# More entries follow.
SMILES,hgDAF12 agonist,PLCg1 inh,ADAM10 inh,ADAM17 inh,DAX1 inh-1,HGIII-sPLA2 inh,hcDAF-12 act,GAA850 FXN act,ssDAF-12 act,DAX1 inh-2,PLC-beta3 inh
CCc1nc2ccccc2c(C(=O)NCc2ccccc2)c1C,-0.1,1,4,-1,-0.1,5,-0.4,1.1,-0.9,0.3,-7
S=c1[nH]nc(CCCc2n[nH]c(=S)o2)o1,0.3,-2,-1,-1,-0.4,4,0.0,1.2,-0.3,-0.2,-7
CCOc1ccccc1N1C(=O)c2ccc(C(=O)Nc3cccnc3)cc2C1=O,-0.5,-1,-7,-1,0.2,-7,0.0,0.2,-1.7,0.3,3
N#Cc1cccc(C(=O)Nc2ccc(S(=O)(=O)Nc3nccs3)cc2)c1,-1.8,-2,0,-2,-0.1,-10,-1.4,1.6,-0.5,0.7,-7
COc1ccc(N(C)C(=O)CCC(=O)Nc2ccc3nc(N4CCOCC4)cc(C)c3c2)c(OC)c1,-0.9,-77,i,-229,-0.1,-17,-1.2,1.4,-1.6,-1.5,-101
CCc1cc(-c2nnn(CCC3COCCO3)c2CC)cc(CC)c1-c1cn(CCc2c[nH]c3ccccc23)nn1 (configuration not stated),-2.1,1,-9,-1,-0.4,-61,-1.8,2.8,-1.5,-1.4,0
CCOC(=O)c1cccc(NC(=O)CSc2nnc(-c3ccncc3)n2CCCOC)c1,1.9,1,3,-2,-1.1,5,-1.4,1.4,-1.4,0.2,1
CC(=O)c1c(C)[nH]c(C(=O)OC2CCOC2=O)c1C (configuration not stated),-1.4,-2,-10,1,-0.2,-1,-1.0,1.6,-1.4,0.5,-1
COc1ccc(CC(NC(C)=O)C(=O)NC2CCN(C(=O)c3ccccc3F)CC2)cc1 (configuration not stated),0.2,6,16,-1,0.2,7,-1.1,1.0,-0.6,0.0,0
O=C(NCC1CCCO1)c1ccc(Oc2ccc([N+](=O)[O-])cc2)cc1 (configuration not stated),-0.2,3,6,1,-0.2,0,0.4,0.9,-1.3,-0.8,-2
COC(=O)c1ccc(CNC(=O)C2CCC(=O)N(CCN3CCOCC3)C2)cc1 (configuration not stated),-1.9,-1,-3,5,0.1,-4,-0.6,0.1,-1.1,0.1,-6
Cc1cccc(NC(=O)CSc2nnc(CNC(=O)c3ccco3)o2)c1,1.8,5,7,-2,0.4,5,-1.2,2.0,-1.2,0.1,-3
CCn1c(C)c2c(C)nnc(C)c2c1C,-0.4,-55,-71,-21,1.3,14,0.1,-2.0,-1.5,0.0,-74
O=C1CN(C(=S)NC(=O)c2ccc(-c3ccccc3)cc2)CCN1,-1.0,-1,3,-2,2.1,9,1.8,3.5,-0.2,0.5,-12
O=C(Oc1ccccc1)c1ccc(COC(=O)c2cnccn2)cc1,2.6,-2,4,0,1.9,-4,-1.2,1.4,-0.7,-0.9,3
Cc1ccc(NC(=O)/C(=C/c2cccs2)NC(=O)c2ccco2)c(C)c1,0.6,4,-6,0,2.6,1,-1.2,-0.1,-1.2,0.5,3
Cc1ccc(CNCc2ccc3c(c2)OCO3)c(C)c1,0.6,-2,1,-2,0.3,5,-0.7,0.7,-1.7,0.2,-6

# Seven entries from above, with values under each structure:
# Each structure is followed by: hgDAF12 agonist	PLCg1 inh	ADAM10 inh	ADAM17 inh	DAX1 inh-1	HGIII-sPLA2 inh	hcDAF-12 act	GAA850 FXN act	ssDAF-12 act	DAX1 inh-2	PLC-beta3 inh
> COC(=O)c1ccc(CNC(=O)C2CCC(=O)N(CCN3CCOCC3)C2)cc1 (configuration not stated)
  -1.9	-1	-3	5	0.1	-4	-0.6	0.1	-1.1	0.1	-6
> Cc1cccc(NC(=O)CSc2nnc(CNC(=O)c3ccco3)o2)c1
  1.8	5	7	-2	0.4	5	-1.2	2.0	-1.2	0.1	-3
> CCn1c(C)c2c(C)nnc(C)c2c1C
  -0.4	-55	-71	-21	1.3	14	0.1	-2.0	-1.5	0.0	-74
> O=C1CN(C(=S)NC(=O)c2ccc(-c3ccccc3)cc2)CCN1
  -1.0	-1	3	-2	2.1	9	1.8	3.5	-0.2	0.5	-12
> O=C(Oc1ccccc1)c1ccc(COC(=O)c2cnccn2)cc1
  2.6	-2	4	0	1.9	-4	-1.2	1.4	-0.7	-0.9	3
> Cc1ccc(NC(=O)/C(=C/c2cccs2)NC(=O)c2ccco2)c(C)c1
  0.6	4	-6	0	2.6	1	-1.2	-0.1	-1.2	0.5	3
> Cc1ccc(CNCc2ccc3c(c2)OCO3)c(C)c1
  0.6	-2	1	-2	0.3	5	-0.7	0.7	-1.7	0.2	-6
